High-throughput results: PubChem BioAssay, National Center for Advancing Translational Sciences (NCATS)
PLK1 PBD inh: inhibitors of human PLK1 polo-box domain binding; P53350; Plk1 PBD binding of FITC phosphopeptide, fluorescence polarization; Potency, µM, for inactives: max response, negative = inhibition, usual class: inhibitors; 360,000 tested, 2.8% active; AID 720504; further: potency means the concentration at half of the fitted maximal effect; series mostly up to about 57 µM; on the % scale 0 is the no-effect control and ±100 the full control effect; nearly all actives have a fitted effect of over 65% in size
FUS yeast rescue: rescues growth of FUS-expressing yeast | Potency, µM (highest dose often 76.6 µM), without a hit: at the highest dose growth rescue (activation), actives largely listed as activators | S. cerevisiae FUS-expressing, growth rescue, OD600, 24 h | AID 1347120 | 390,000 tested, 0.24% active;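 further: potency means the concentration at half of the fitted maximal effect; plate controls were DMSO vehicle for no effect and reference control for full effect; nearly all actives have a fitted effect of over 55% in size; some results filed as inactive show a strong effect at the top dose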
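Compound concentration series was pinned onto galactose-induced FUS-expressing yeast seeded at OD 0.005. Plates sat 24hr at 30C; absorbance at 600 nm gave growth. DMSO served as background control.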
IL-2 act: IL-2 activation. activation, % (series mostly up to about 46 µM). IL-2 activation reporter assay, cell-based qHTS; stimulated with anti-CD3/CD4/CD28 beads; in transgenic mouse T cells. 360,000 tested, 0.065% active; in the data active means activation above about 50%; inconclusive means mostly about 30% to 49%; further: 0% is about no effect
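Unstimulated transgenic mouse T cells; 60-min compound exposure; bead-based TCR/CD4/CD28 stimulation; 18 h culture, 37 degrees C; dual fluorescence (EGFP, DsRed) plate cytometry.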
EPAC1 antag: antagonists of human EPAC1. AID 720709. 360,000 tested, 0.14% active. EPAC1 GEF assay, Rap1b-BODIPY-GDP exchange fluorescence. Potency, µM (top dose mostly 115 µM), for the others: at the highest dose activity change, negative = inhibition, usual class: inhibitors;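 further: potency means the concentration at half of the fitted maximal effect; plate controls were vehicle for no effect and positive control for full effect; nearly all actives have a fitted effect of over 50% in size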
PI5P4K alpha inh: PI5P4K alpha (human) kinase inhibition; P48426; PI5P4Kalpha enzyme, ADP-Glo luminescence, 60 min; hits give low values; max response, %; 330,000 tested, 1.2% active; active means max response of -50% or lower; inconclusive means between -30% and -50%; inactive means -30% or higher; further: value at the top dose of about 77 µM; on the % scale 0 is the no-effect control and ±100 the full control effect
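ADP-Glo luminescence end-point after a 60 min room-temperature kinase reaction. PI5P4Kalpha and substrate in HEPES pH 7.4 buffer with EGTA, 0.1% CHAPS and 5% DMSO; ATP at 5 microM final.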
EPAC1 agonist: activates human EPAC1 exchange factor; EPAC1 agonist qHTS, biochemical assay; response scale: 100% = response to 6.5 mM cAMP; Potency, µM (doses to about 154 µM), for the others: at the top dose activation, usual class: activators; 360,000 tested, 0.073% active; AID 720707; further: potency means the concentration at half of the fitted maximal effect; nearly all actives have a fitted effect of over 60% in size
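Compounds were pinned as a concentration titration into mixtures of EPAC1 (100 nM), BODIPY-GDP-loaded Rap1B (250 nM) and GDP (50 uM). After 5 min at room temperature, fluorescence was followed for 30 min; activity was scaled to 6.5 mM cAMP.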
Abeta rescue: A-beta toxicity reversal in yeast. 410,000 tested, 0.063% active. yeast expressing A-beta42, growth rescue, OD600, 48 h; response scale: 0% DMSO, 100% iron-clioquinol control. Potency, µM (series often up to 46.1 µM), for the others: at the top dose growth rescue, most hits filed as activators. AID 1347071; further: potency means the concentration at half of the fitted maximal effect; nearly all actives have a fitted effect of over 55% in size
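Growth rescue measured by 600 nm absorbance after 48 h yeast culture at 30 C with compound. Values normalized between DMSO and an equimolar ferric chloride plus clioquinol control.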
aSyn rescue: alpha-synuclein toxicity inhibition in yeast | Yeast expressing alpha-synuclein, growth rescue, BacTiter-Glo, 24 h | Potency, µM (top dose mostly 46.1 µM), inactives show at the highest dose growth rescue (activation), actives largely listed as activators | 370,000 tested, 0.14% active; further: potency means the concentration at half of the fitted maximal effect; % of control where 0% means no effect; nearly all actives have a fitted effect of over 65% in size
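Screening used galactose-induced yeast with toxic alpha-synuclein levels, exposed to compound for 24 hr at 30 deg C. Cell growth, read with BacTiter-Glo luminescence, gave the measured signal.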
WRN inhibitor: inhibitors of human WRN helicase | Q14191 | WRN helicase unwinding, fluorescent forked duplex, kinetic | Potency, µM (series often up to 114 µM), without a hit: at the top dose activity change, negative = inhibition, actives largely listed as inhibitors | 360,000 tested, 0.46% active | AID 651768; further: potency means the concentration at half of the fitted maximal effect; on the % scale 0 is the no-effect control and ±100 the full control effect; nearly all actives have a fitted effect of over 55% in size
Target sequence (Q14191 whole entry, looked up): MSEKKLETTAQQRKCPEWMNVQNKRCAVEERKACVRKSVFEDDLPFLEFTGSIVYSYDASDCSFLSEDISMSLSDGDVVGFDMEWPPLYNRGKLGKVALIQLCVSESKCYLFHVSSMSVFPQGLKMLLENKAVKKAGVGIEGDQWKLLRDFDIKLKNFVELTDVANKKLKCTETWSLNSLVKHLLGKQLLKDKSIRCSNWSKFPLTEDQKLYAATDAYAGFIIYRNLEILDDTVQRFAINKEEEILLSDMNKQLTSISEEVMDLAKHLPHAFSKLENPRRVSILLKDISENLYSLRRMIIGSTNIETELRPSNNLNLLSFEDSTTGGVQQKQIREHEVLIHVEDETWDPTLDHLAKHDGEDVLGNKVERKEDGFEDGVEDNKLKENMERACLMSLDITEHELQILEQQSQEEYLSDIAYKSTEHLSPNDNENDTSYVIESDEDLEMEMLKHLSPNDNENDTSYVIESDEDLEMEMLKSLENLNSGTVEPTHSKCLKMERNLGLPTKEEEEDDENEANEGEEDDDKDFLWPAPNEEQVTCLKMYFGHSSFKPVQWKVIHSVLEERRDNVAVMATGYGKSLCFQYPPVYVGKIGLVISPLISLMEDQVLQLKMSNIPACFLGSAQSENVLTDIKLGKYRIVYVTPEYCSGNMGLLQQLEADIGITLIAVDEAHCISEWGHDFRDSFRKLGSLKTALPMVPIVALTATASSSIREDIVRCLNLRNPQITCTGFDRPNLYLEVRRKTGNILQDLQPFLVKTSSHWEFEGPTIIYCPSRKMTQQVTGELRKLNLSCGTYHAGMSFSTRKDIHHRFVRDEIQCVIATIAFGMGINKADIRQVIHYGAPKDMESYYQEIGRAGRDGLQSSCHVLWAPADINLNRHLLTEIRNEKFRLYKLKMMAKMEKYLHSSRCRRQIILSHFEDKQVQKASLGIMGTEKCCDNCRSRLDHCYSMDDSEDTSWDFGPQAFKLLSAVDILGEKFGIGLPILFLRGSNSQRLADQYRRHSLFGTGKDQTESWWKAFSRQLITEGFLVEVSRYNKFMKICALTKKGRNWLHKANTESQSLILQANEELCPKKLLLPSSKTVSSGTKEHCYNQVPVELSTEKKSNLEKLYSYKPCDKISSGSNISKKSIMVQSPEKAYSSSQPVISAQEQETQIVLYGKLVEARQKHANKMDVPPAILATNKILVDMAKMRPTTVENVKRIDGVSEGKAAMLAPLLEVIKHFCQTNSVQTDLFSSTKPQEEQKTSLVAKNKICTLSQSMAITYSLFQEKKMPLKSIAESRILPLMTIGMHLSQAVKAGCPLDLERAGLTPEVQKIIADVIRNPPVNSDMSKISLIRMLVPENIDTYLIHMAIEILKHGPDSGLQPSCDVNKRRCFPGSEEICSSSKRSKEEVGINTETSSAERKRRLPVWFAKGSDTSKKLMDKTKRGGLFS
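Primary qHTS, 1536-well format. 20 nM WRN + compound, 15 min RT; start with 100 nM forked fluorophore/quencher duplex, 2 mM ATP (final); kinetic read ex 525/em 598 nm.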
The depositor's hits bear a star; ? = inconclusive; / = no result given; & = joins results of further samples; [ ] = dose if it differs, or a comment. Unless noted, the call rests on the fitted dose curve; in most records, active means well fitted curve in the direction sought with a large enough effect; inconclusive means small, poorly fitted or top-dose-only effect, or another doubt; inactive means no such curve, though single readings can be large; an effect the other way counts as inactive or inconclusive.

#	compound	PLK1 PBD inh	FUS yeast rescue	IL-2 act	EPAC1 antag	PI5P4K alpha inh
1	CC1CCC2(CC1)NC(=O)N(CC(=O)NC(C)c1ccc(F)c(F)c1)C2=O (stereo unspecified)	-16%	3%	1.5	-9%	-1
2	NC(=O)C1CCN(CC(=O)Nc2ccccn2)CC1	0%	-2%	1.9	7%	2
3	COc1ccc(O)c(/C=N/N2CCOCC2)c1	-3%	-7%	-2.3	-29%	13
4	CCOCCCNC(=S)N1CCCN(c2nc3c(C)c(C)ccc3cc2C#N)CC1	-5%	36%	0.3	7%	15
5	CCOC(=O)/C(=C\C=C\c1ccccc1)NC(=O)c1ccccc1	-11%	/	-4.0	-1%	-5
6	Cc1ccc(C)c(OCCSc2nnc(-c3cccnc3)n2N)c1	-17%	/	-0.4	-2%	4
7	COc1ccccc1-c1nnc(SCc2nc3ccccc3[nH]2)n1C	-6%	9%	-1.7	1%	/
8	CC(C)CCOc1ccc(CO[C@@H]2[C@H]3OC(C)(C)O[C@H]3O[C@@H]2C(O)CO)cc1 (stereo partly specified)	-5%	13%	-1.2	0%	5
9	Cc1cc(NC(=O)CCOc2ccccc2)no1	-21%	3%	-0.7	-7%	-5
10	Cc1ccc(C(=O)Nc2ccc(S(=O)(=O)N3CCCC3)cc2)o1	-8%	6%	-3.4	6%	-9
11	CC(O)CNc1nc2c(c(=O)n(Cc3ccc(Br)cc3)c(=O)n2C)n1C (stereo unspecified)	-1%	3%	-0.1	-3%	-6
12	COc1ccc(NC(=O)C2(C)CCN2Cc2cccc(OC)c2OC)cc1OC (stereo unspecified)	-9%	-17%	-0.8	-30%	2

#	EPAC1 agonist	Abeta rescue	aSyn rescue	WRN inhibitor
1	8%	-20%	-11%	9%
2	1%	25%	3%	-9%
3	4%	0%	-6%	-2%
4	6%	21%	11%	1%
5	18%	-7%	-7%	-28%
6	-8%	1%	0%	-23%
7	7%	0%	-3%	-4%[57.1 µM]
8	2%	1%	-1%	0%
9	-4%	10%	6%	-8%
10	1%	6%	1%	-32%
11	-7%	1%	4%	9%
12	14%	-5%	-4%	7%[57.1 µM]

Entries of single compounds as entered above. Order of values: PLK1 PBD inh	FUS yeast rescue	IL-2 act	EPAC1 antag	PI5P4K alpha inh	EPAC1 agonist	Abeta rescue	aSyn rescue	WRN inhibitor
`COc1ccc(O)c(/C=N/N2CCOCC2)c1` reads -3%	-7%	-2.3	-29%	13	4%	0%	-6%	-2%
`CC(C)CCOc1ccc(CO[C@@H]2[C@H]3OC(C)(C)O[C@H]3O[C@@H]2C(O)CO)cc1` (stereo partly specified) reads -5%	13%	-1.2	0%	5	2%	1%	-1%	0%
`COc1ccc(NC(=O)C2(C)CCN2Cc2cccc(OC)c2OC)cc1OC` (stereo unspecified) reads -9%	-17%	-0.8	-30%	2	14%	-5%	-4%	7%[57.1 µM]
`Cc1ccc(C(=O)Nc2ccc(S(=O)(=O)N3CCCC3)cc2)o1` reads -8%	6%	-3.4	6%	-9	1%	6%	1%	-32%

Following part:
#	compound	PLK1 PBD inh	FUS yeast rescue	IL-2 act	EPAC1 antag	PI5P4K alpha inh
13	Cc1ccsc1C(=O)NNC(=O)C1CC=CCC1C(=O)O (stereo unspecified)	0%	-3%	1.2	3%	0
14	CCOc1ccc(NC(=O)COC(=O)CCCc2c[nH]c3ccccc23)cc1	2%	29%	-3.7	5%	/
15	CC(Sc1nnc(NC(=O)c2cc3ccccc3oc2=O)s1)c1ccccc1 (stereo unspecified)	5%	-29%	-2.2	-6%	1
16	CCOC(=O)C(=NC1CCCCC1)NNc1cccc(C(F)(F)F)c1	-3%	-5%	-1.1	-8%	12
17	Cc1ccccc1NC(=O)CSc1nnc(Cc2ccccc2)c(=O)n1N	-3%	21%	-0.9	1%	10
18	CC1=CC(=O)c2ccccc2C1=O	-2%&-22%	-17%&-33%	0.1&1.1	?	0&-30
19	O=C(NCc1cn(-c2ccccc2)nc1-c1ccccc1)c1ccc([N+](=O)[O-])cc1	-2%	14%	-4.8	2%	1
20	CCc1ccc(OCCOCC(O)CNC(C)CC)cc1 (stereo unspecified)	6%	/	0.3	2%	20
21	Cc1ccc(C2(C)NC(=O)N(CC(=O)Nc3ccccc3C(=O)NC3CCCC3)C2=O)cc1 (stereo unspecified)	-6%	?	-0.5	0%	-1
22	CC(C)c1c(C(=O)N/N=C2\CCc3ccccc32)nnn1-c1nonc1N	-6%	-19%	-2.6	-20%	-1
23	COc1ccc(C)cc1S(=O)(=O)Nc1cccc(Cl)c1Cl	-16%	10%	-2.5	-18%	-3
24	CC(C)(Sc1ccc(CCN(CCCCC2CCCCC2)C(=O)NC2CCCCC2)cc1)C(=O)O	21µM*	-1%	0.0	-11%	-21

#	EPAC1 agonist	Abeta rescue	aSyn rescue	WRN inhibitor
13	-1%	-9%	-4%	-14%[57.1 µM]
14	17%	-12%	12%	-2%
15	0%	-6%	0%	0%
16	-6%	16%	-5%	-36%[57.1 µM]
17	-5%	0%	-7%	2%
18	-18%&-16%	-17%&-3%	-9%&-1%	7%
19	1%	-7%	1%	4%
20	-5%	12%	4%	-6%
21	11%	13%	1%	-7%
22	-12%	3%	-4%	4%
23	0%	-22%	19%	-8%
24	-21%	-10%	-26%&-16%	-5%

Next compounds:
#	compound	PLK1 PBD inh	FUS yeast rescue	IL-2 act	EPAC1 antag	PI5P4K alpha inh
25	COc1cccc(CC(=O)N2CCC(CCC(=O)Nc3cccc(OC)c3)CC2)c1	-11%	26%	-2.6	3%	7
26	CCCCN(CC)S(=O)(=O)c1ccc(C(=O)Nc2nnc(COC)o2)cc1	?	-3%	-0.3	-2%	3
27	CCCC1(CCC)NC(=O)N(CC(=O)Nc2ccc3c(c2)OCCO3)C1=O	-8%	-4%	1.0	-12%	3
28	Cc1ccc(C)c(OCCn2cc(/C=C(\C#N)C(=O)NCc3cccs3)c3ccccc32)c1	-2%	-6%	1.7	-2%	2
29	CCc1noc(C)c1C(=O)OCC(=O)Nc1ncc(Cl)cc1Cl	4%	2%	-0.7	-8%	-1
30	O=c1c2c3c(sc2nc2sc(C4CC4)nn12)CCCC3	-3%	-5%	0.8	-2%	-6
31	O=C1COc2ccc(C(=O)COC(=O)Cn3cnc4ccccc43)cc2N1	-12%	?	1.2	-13%	-1
32	CCC(C)Nc1ncnc2c1cnn2Cc1ccc(Cl)cc1 (stereo unspecified)	1%	11%	-2.4	12%	4
33	Cc1cc(NC(=O)C2CC(c3ccc(F)cc3)=NO2)n(-c2ccccc2)n1 (stereo unspecified)	1%	-11%	1.6	10%	2
34	CC1(C)O[C@@H]2[C@H](O1)[C@@H](CO)O[C@H]2n1c(N2CCCCC2)nc2c(N)ncnc21	-5%	-11%	-1.8	-4%	1
35	CCOC(=O)[C@]12CCCC=C1N(Cc1ccc3c(c1)OCO3)C(=O)[C@H](CC(=O)NCCCOC)C2	-2%	19%	1.2	1%	-1
36	CC(C)CN(C(=O)COC(=O)Cc1n[nH]c(=O)c2ccccc12)C1CCS(=O)(=O)C1 (stereo unspecified)	1%	12%	-0.6	10%	/

#	EPAC1 agonist	Abeta rescue	aSyn rescue	WRN inhibitor
25	15%	-6%	-4%	2%
26	-3%	23%	6%	-1%
27	-1%	0%	-8%	0%
28	2%	15%	/	-6%
29	-6%	14%	-3%	-1%
30	-2%	4%	0%	3%
31	4%	-6%	-6%	-5%
32	-22%	21%	3%	5%
33	3%	5%	0%	-6%
34	-10%	0%	-6%	2%
35	11%	-6%	4%	4%
36	-6%	12%	-12%	11%

Additional entries
#	compound	PLK1 PBD inh	FUS yeast rescue	IL-2 act	EPAC1 antag	PI5P4K alpha inh
37	C[C@H](CO)N1C[C@H](C)[C@@H](CN(C)S(=O)(=O)c2cccs2)Oc2ccc(NC(=O)C3CC3)cc2C1=O	-10%	11%	1.5	-10%	2
38	Cc1cccc(NC(=O)C2CCCN(S(=O)(=O)c3cccc4nsnc34)C2)n1 (stereo unspecified)	2%	1%	-0.6	-15%	5
39	O=C(Nc1cccc2c1CCCC2)c1ccncc1	-10%	-11%	-2.5	1%	/
40	CC1CCCCC12NC(=O)N(CC(=O)NC(=O)NCc1ccco1)C2=O (stereo unspecified)	-3%	15%	4.7	8%	-2
41	CCOc1ccc(-n2cc(-c3ccc(OC)c(OC)c3)[nH]c2=S)cc1	24µM*	25%	-0.6	-12%	-16
42	Cc1ccc(-c2n[nH]c(=S)c3ccccc23)cc1S(=O)(=O)NCC1CCCO1 (stereo unspecified)	-18%	12%	0.8	-21%	-3
43	O=C(CCN1C(=O)c2ccncc2C1=O)Nc1ccc2c(c1)OCCO2	?	12%	0.5	0%	2
44	COc1ccc(C)cc1S(=O)(=O)n1c([N+](=O)[O-])cnc1C	-11%	11%	-2.7	14%	-6
45	CN(C)c1ccc(N=C/C=C2/N(C)c3ccccc3C2(C)C)cc1	9%	26%	-5.8	-16%	6
46	CCOC(=O)C1=C(C)NC(C)=C(C(=O)OCC)C1	-1%&-20%	12%&-24%	1.9&-0.2	10%&-28%	6
47	CCN(CC)CCNC1=CC(=O)OC12CCCCC2	-10%	-16%	-3.4	-6%	0
48	CCOC(=O)CCC(=O)N1CCOCCOCCN(C(=O)CCC(=O)OCC)CCOCCOCC1	-8%	34%	-2.6	8%	-3

#	EPAC1 agonist	Abeta rescue	aSyn rescue	WRN inhibitor
37	-17%	-5%	-4%	0%
38	5%	1%	-1%	-4%[57.1 µM]
39	7%	-24%	6%	-4%
40	5%	-5%	-7%	-16%
41	1%	17%	2%	-13%
42	12%	7%	-2%	-9%
43	22%	9%	2%	4%
44	-6%	-21%	-3%	24%
45	-4%	-26%	-9%	-12%
46	?	5%&-2%	0%&4%	5%&-13%
47	5%	8%	-3%	-14%
48	3%	1%	-12%	9%
